SDO1 yeast rescue: growth rescue of sdo1-depleted yeast, primary screen, S. cerevisiae, bone marrow failure model | S. cerevisiae sdo1-depleted JHY4D growth rescue, OD600 30 h; stronger effect = higher value; pdr5 snq2 efflux-pump mutant strain | z-score at 10 µM | 140,000 compounds, 0.21% hits | AID 817, 2007;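 active = z-score above 3 at both the 24 hr and the 30 hr optical density reads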;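 note: z-score against mean and SD of all compound wells on the same plate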
Insulin prom inh: inhibitors of insulin promoter-driven GFP, primary screen, imaging, TRM-6 cells (human fetal islet line), eGFP reporter, cell count | reporter expression induced with tamoxifen | inhibition, % at 2 µM | 130,000 compounds, 0.9% hits;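 active = inhibition above the mean plus 3 SD, with well images judged a real hit on visual review, cut at about 60% in these data, passing the limit was not always enough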
SDO1 yeast rescue Rescue 24 h: second read-out of SDO1 yeast rescue, no call of its own (marks repeat the call); z-score; S. cerevisiae sdo1-depleted JHY4D growth rescue, OD600; measured here: growth rescue at 24 h;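 0 is the plate mean of compound wells and units are plate SD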
* marks the source's active call; other numbers are inactive results; . = not tested or not shown. The list is partial; the hit share may differ from the screen's.

SMILES | SDO1 yeast rescue | SDO1 yeast rescue Rescue 24 h | Insulin prom inh
COc1ccc(NS(=O)(=O)c2cccc(-c3nnc4n3CCCCC4)c2)cc1 | 0.64 | 1.1 | 13
CCOc1cc(N2CCOCC2)c(OCC)cc1NC(=O)CCC1CCCC1 | 0.8 | -1 | .
COc1cccc(OC)c1C(=O)Nc1cc(C)on1 | 0.82 | 0.21 | -42
OC1(Cc2ccn[nH]2)CCCCC1 | 0.22 | -0.32 | .
O=C1Nc2ccccc2/C1=N\c1sc2c(c1C(=O)Nc1ccccc1)CCCC2 | -0.92 | -0.2 | -119
COc1ccc(NC(=S)NNC(=O)Cn2nc(C(F)F)cc2C(F)F)cc1 | 0.63 | 0.78 | 6
O=C(c1cn(-c2ccccc2)nc1-c1cccs1)N1CCN(c2ccccc2)CC1 | -1.8 | -0.2 | 14
O=C1OCC2=C1C(c1ccc(F)cc1)c1cc3c(cc1N2)OCO3 (configuration not stated) | . | . | -145
CCN(C(=O)CSc1nnc2ccccn12)C1CCS(=O)(=O)C1 (configuration not stated) | . | . | 32
CC(C)CC(=O)c1c[nH]c(C(=O)NCCCn2ccnc2)c1 | 0.02 | -0.73 | .
c1ccc(-c2nnc3ccc(N4CCC5(CC4)OCCO5)nn23)cc1 | -0.26 | -0.14 | 18
COc1ccc(S(=O)(=O)N(C)CC(=O)Nc2ccccc2C(F)(F)F)cc1 | 0.18 | -0.03 | 14
O=C(Oc1ccc(/C=N/Nc2nc(N3CCCCC3)nc(N3CCCCC3)n2)cc1)c1ccco1 | . | . | 2
COc1ccc(OC)c(NS(=O)(=O)c2ccc3c(c2)CCC(=O)N3)c1 | 0.68 | 0.59 | -12
COc1ccc(-n2c(Cc3cccn3C)nnc2SCC(=O)N2CCC(C)CC2)cc1 | -0.39 | -0.28 | .
CC(C)(C)c1ccccc1OCCCCCn1ccnc1 | . | . | -29
CCc1ccc(-c2cc(C(F)(F)F)n3nc(C(=O)Nc4cnn(Cc5ccccc5C)c4)cc3n2)s1 | 2.8 | 4.4 | -43
Cc1ccc(OCCN2CCN(CC(O)Cn3c4ccccc4c4ccccc43)CC2)cc1 (configuration not stated) | -1.9 | -1.4 | .
COc1ccc(OCCNC(=O)c2ccccc2OCC(=O)Nc2ccc(NC(C)=O)cc2)cc1 | 0.7 | 0.6 | -15
CCC(=C(c1ccc(OC)cc1)c1ccc(OC)cc1)c1cn(CC(O)CN2CCN(C)CC2)c2ccccc12 (configuration not stated) | -3 | -1.7 | 35
O=C(O)CCCCn1c(SCC(=O)Nc2ccccc2C(F)(F)F)nc2ccsc2c1=O | 1.1 | 0.53 | 17
CCOC(=O)c1nnn(-c2nonc2N)c1-c1ccccc1 | -0.51 | 0.5 | -62
CN(C)CCNc1oc(COc2ccc(Cl)cc2Cl)nc1C#N | -0.21 | -0.19 | -26
C=CCn1c(=O)c(C(=O)NCCc2ccccc2)c(O)c2ccccc21 | -0.18 | 0.35 | -52
CCCN(c1ccc(C(C)C)cc1)S(=O)(=O)c1c(C)noc1C | -0.63 | -0.18 | -18
New compounds follow:
SMILES | SDO1 yeast rescue | SDO1 yeast rescue Rescue 24 h | Insulin prom inh
Cc1cccc(NS(=O)(=O)c2ccc3c(c2)Cc2cc(S(=O)(=O)Nc4cccc(C)c4C)ccc2-3)c1C | -1.1 | -0.75 | 10
CCc1ccc(NC(=O)COc2ccc(/C=C(/C#N)c3nc4ccccc4[nH]3)cc2OC)cc1 | -1.3 | -1 | .
CCCn1c(=N)n(CCOCCOCCn2c(=N)n(CCC)c3ccccc32)c2ccccc21 | . | . | -5
Cc1c(NC(=O)C(C)N2C(=O)NC3(CCC(C)CC3)C2=O)c(=O)n(-c2ccccc2)n1C (configuration not stated) | . | . | -24
CS(=O)(=O)c1nc(-c2ccc(Br)cc2)cc(-c2ccccc2)c1C#N | -1.2 | -0.38 | 36
O=C(O)c1ccccc1CSc1ncn[nH]1 | 0.24 | -0.06 | -8
CCN(CC)C(=O)CN(c1cc2c(cc1OC)oc1ccccc12)S(=O)(=O)c1ccccc1 | -1.2 | -0.78 | -13
CCCN(CCC)S(=O)(=O)c1ccc(C(=O)Nc2nc3c(s2)CCc2ccccc2-3)cc1 | 0.86 | 1.9 | -37
CCCOc1ccc(C(CC(=O)O)NS(=O)(=O)c2ccc(NC(C)=O)cc2)cc1 (configuration not stated) | 0.42 | -0.55 | 22
O=C(/C=C/c1ccccc1)NCCSc1ccc(Cl)cc1 | -0.72 | -0.15 | -76
CCC(CC)C(=O)Nc1cccc(C(=O)N2CCOCC2)c1 | 0.78 | 0.13 | 22
CCOC(=O)C1Cc2cc3c(cc2C1=O)CC(C(=O)OCC)C3=O (configuration not stated) | -1.3 | -1.9 | .
CCOC(=O)N1CCC(NC(=O)C2CCN(S(=O)(=O)c3c(C)noc3C)CC2)CC1 | -0.13 | -0.51 | -7
CCCCNCc1cc(Br)c(OCC(=O)NCc2ccccc2)c(OC)c1 | . | . | -65
Cc1cc(C)c2c(=O)[nH]c(SCC(=O)c3ccc(C(C)C)cc3)nc2n1 | -1.3 | 0.2 | -3
Cc1c(Cl)cccc1N1CC(C(=O)Nc2nccs2)CC1=O (configuration not stated) | 0.18 | 0.6 | .
COCCCNC(CC(=O)Nc1ccccc1C(=O)OC)C(=O)O (configuration not stated) | . | . | -7
Cc1[nH]c2ccccc2c1N=Nc1cccc(C(=O)O)c1 | 1.2 | 1.2 | 52
CC(c1ccccc1)n1cc(C(=O)NCCN2CCOCC2)nn1 (configuration not stated) | 0.73 | 0.54 | -29
CCOc1ccc(OCC)c(NC(=O)C2C3C=CC(O3)C2C(=O)NCc2ccco2)c1 (configuration not stated) | 0.16 | -0.92 | .
Cc1c(NC(=O)CN2C(=O)NC3(CCCC3)C2=O)c(=O)n(-c2ccccc2)n1C | . | . | 36
CCC(C)NC(=O)C(NS(=O)(=O)c1ccc2c(c1)c(=O)n(C)c(=O)n2C)c1ccccc1 (configuration not stated) | 0.25 | 0.04 | .
Cc1ccc(SC(CC(=O)c2ccc(C)cc2)C(=O)O)cc1 (configuration not stated) | 1.4 | 2.7 | -19
CCN(CCCNC(=O)C1CCN(S(=O)(=O)c2cnc[nH]2)CC1)c1ccccc1 | -1.4 | -1.4 | 20
CCOC(=O)c1ccc(NC2c3ncccc3C(=O)N2Cc2ccc(F)cc2)cc1 (configuration not stated) | -1.6 | -1.8 | 57
Next records follow.
SMILES | SDO1 yeast rescue | SDO1 yeast rescue Rescue 24 h | Insulin prom inh
O=C(O)COc1ccc2c(c1)OCCO2 | 0.6 | 0.98 | .
COc1ccc(-c2cn3c(C)c(C(=O)Nc4cccc(NC(C)=O)c4)sc3n2)cc1 | -0.72 | 0.04 | 24
CCN(CC)C(=O)C(=O)c1cccn1-c1ccccc1C#N | 1.4 | 1.1 | 100*
COc1ccc(C(C)NC(=O)c2ccc(Cl)cc2)cc1OC (configuration not stated) | -0.12 | -0.94 | -44
CCOC(=O)c1ccc(NC(=O)CCc2nc(-c3cccc(C)c3)no2)cc1 | -1.2 | 1.2 | -13
CCOc1ccc(N(CC(=O)Nc2ccccc2)S(C)(=O)=O)cc1 | 1.3 | 0.57 | 22
CCCOc1ccc(N2C(=O)CC(SC(=NCC)Nc3cccc(F)c3)C2=O)cc1 (configuration not stated) | -1.3 | -0.05 | -29
COCc1cc(C)nc(OCC(=O)N/N=C/c2cc(C)n(-c3c(C)cccc3C)c2C)c1C#N | -0.51 | -0.72 | -8
O=C1c2ccsc2SCCN1Cc1ccc(Cl)cc1 | -0.93 | -0.45 | -27
COc1ccc(S(=O)(=O)N2CCc3ccccc3C2)cc1OC | -0.29 | -0.03 | 34
Cc1c(C#N)sc2nc(-c3ccccc3)nc(N3CCCC3)c12 | -0.2 | 1.7 | 67
COc1ccc(S(=O)(=O)N=Nc2c(O)[nH]c3ccccc23)cc1 | . | . | -7
Nn1c(SCC(=O)N2CCCCCC2)nnc1-c1ccncc1 | 0.88 | 1.1 | 37
COc1ccc(S(=O)(=O)NCCSC(C)(C)C)cc1 | -0.03 | -0.22 | 34
O=C(COC(=O)C1CCN(S(=O)(=O)c2ccc3c(c2)OCCO3)CC1)Nc1cc(C(F)(F)F)ccc1Cl | 1.4 | 1.3 | .
O=C(Nc1ccc(Br)cc1)c1ccccc1CC[N+](=O)[O-] | 0.41 | 0.77 | -4
COc1ccccc1NC(=O)c1ccc(S(=O)(=O)N2CCOCC2)cc1 | 0.2 | -0.04 | 21
Cc1cccc(NC(=O)C2(C)CC3c4ccccc4C2c2ccccc23)c1 (configuration not stated) | 0.25 | 1.3 | -17
CC(=O)c1ccc(-n2nnnc2SCC(=O)N2CCc3ccccc3C2)cc1 | -0.28 | -0.51 | 24
CCOc1ccccc1-c1cc(C(=O)N/N=C/c2ccc(O)c(OC)c2)c2ccccc2n1 | -0.21 | -0.4 | -154
CCOC(=O)Cc1ccc2sc(-c3ccccc3)nc2c1 | -0.47 | -0.63 | -9
COc1cc(OC)cc(-c2nnc(SCC(=O)Nc3cc(C)on3)o2)c1 | . | . | -113
CCOc1ccc(CC(C(N)=O)C(N)=O)cc1CN(C)C | 1.8 | 0.97 | 33
CN1CCN(c2ccccc2NC(=O)c2ccc(OCc3ccccc3)cc2)CC1 | -0.13 | -0.09 | -37
Cc1ccc(NC(=S)/N=C(\N)Nc2nc(C)c3ccccc3n2)cc1C | -1.5 | -0.32 | .
Continuation:
SMILES | SDO1 yeast rescue | SDO1 yeast rescue Rescue 24 h | Insulin prom inh
CC(C)(CO)N=Cc1c(O)[nH]c2ccccc12 | 0.38 | -0.42 | -11
CCSC1=C(C#N)C(c2ccc(Cl)cc2)C2=C(CCCC2=O)N1 (configuration not stated) | 0.34 | 0.34 | .
Cc1ccc(-c2cc(C(=O)n3cnc4ccccc43)c3ccccc3n2)cc1C | -1.4 | -1.3 | .
COc1ccc(CCN(Cc2cc3ccc(C)cc3n3nnnc23)C(C)=O)cc1OC | . | . | -35
COc1ccc(C(=O)Nc2sc3c(c2C#N)CCN(C(C)=O)C3)cc1 | . | . | -118
CCCCn1c(O)c(/C=C2\C=NN=C2c2ccccc2)sc1=S | -1.1 | -0.45 | .
CC(=O)N(Cc1ccco1)C1(C(=O)NC2CCCC2)CCCCC1 | 2.3 | 1.5 | -26
CC1(C)CC(=O)c2c(O)c(-c3ccccc3)c(=O)n(-c3ccccc3)c2C1 | -0.04 | 0.16 | -33
Cc1ccc(NC(=S)NNC(=O)Cn2nc([N+](=O)[O-])cc2C)cc1 | 0.37 | 0.02 | -8
Cc1ccc(NC(=O)CSc2ncccn2)cc1F | . | . | -36
COc1nc(-c2ccc(C)cc2)ccc1-c1noc(-c2ccco2)n1 | -2.1 | -1.2 | 57
CCOC(=O)c1[nH]nc(C(=O)c2ccc(Br)cc2)c1O | -1.3 | -0.88 | .
S=c1[nH]nc(-c2ccncc2)n1/N=C/c1cccc2ccccc12 | 0.11 | 0.15 | 20
COc1cccc(NC(=O)C2CCCN2C(=O)OCc2ccccc2)c1 (configuration not stated) | -0.19 | -0.7 | -34
COc1ccc(C(=O)NN=C(Cc2ccccc2)Cc2ccccc2)cc1OC | -0.74 | -1.9 | -14
O=C1c2ccccc2C(=O)N1Cc1cc(-c2ccccc2)no1 | -1.5 | -1.8 | -22
Clc1ccc(OCCn2ccnc2)c(Br)c1 | -0.3 | -0.11 | -22
CC1Oc2ccccc2N(CC(=O)Nc2ccc3c(c2)OCO3)C1=O (configuration not stated) | 1.6 | 0.25 | 46
COc1ccc(CCNC(=O)COC(=O)Cc2cccc3ccccc23)cc1 | -0.35 | 0.27 | -50
CCOC(=O)CSCc1c(C#N)c2ccccc2n1C | 0.07 | -0.48 | -25
O=S1(=O)CCN(OCc2ccc(Cl)cc2)CC1 | . | . | 7
CCN(CC)C(=O)n1nc(C)c(CN2C(=O)c3ccccc3C2=O)c1C | . | . | -44
O=C(CN1C(=O)CSCC1=O)NCc1ccc(F)cc1 | -0.3 | -0.27 | .
CCOC(=O)Nc1ccc(=O)n(Cc2c(Cl)cccc2Cl)c1 | 1.1 | -0.11 | 21

Compounds from the list above with an aryl thioether with sulfur outside any ring (eleven):
SMILES | SDO1 yeast rescue | SDO1 yeast rescue Rescue 24 h | Insulin prom inh
CCN(C(=O)CSc1nnc2ccccn12)C1CCS(=O)(=O)C1 (configuration not stated) | . | . | 32
COc1ccc(-n2c(Cc3cccn3C)nnc2SCC(=O)N2CCC(C)CC2)cc1 | -0.39 | -0.28 | .
O=C(O)CCCCn1c(SCC(=O)Nc2ccccc2C(F)(F)F)nc2ccsc2c1=O | 1.1 | 0.53 | 17
O=C(O)c1ccccc1CSc1ncn[nH]1 | 0.24 | -0.06 | -8
O=C(/C=C/c1ccccc1)NCCSc1ccc(Cl)cc1 | -0.72 | -0.15 | -76
Cc1cc(C)c2c(=O)[nH]c(SCC(=O)c3ccc(C(C)C)cc3)nc2n1 | -1.3 | 0.2 | -3
Cc1ccc(SC(CC(=O)c2ccc(C)cc2)C(=O)O)cc1 (configuration not stated) | 1.4 | 2.7 | -19
Nn1c(SCC(=O)N2CCCCCC2)nnc1-c1ccncc1 | 0.88 | 1.1 | 37
CC(=O)c1ccc(-n2nnnc2SCC(=O)N2CCc3ccccc3C2)cc1 | -0.28 | -0.51 | 24
COc1cc(OC)cc(-c2nnc(SCC(=O)Nc3cc(C)on3)o2)c1 | . | . | -113
Cc1ccc(NC(=O)CSc2ncccn2)cc1F | . | . | -36

Source: PubChem
